# OXTR ag: human OXTR agonists, primary screen, fluorescence, CHO-OTR cells, Fluo-8 calcium. Oxytocin receptor (Homo sapiens), P30559. Fluo-8 calcium fluorescence; normalized: DMSO 0%, oxytocin 100%. activation, % at 3 µM. hit rate 0.32% among 320,000. AID 2435, 2010;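 active = activation above the mean of all tested compounds plus 3 SD, cutoff set per screening run, cut at about 20% in these data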;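 also: peak over basal fluorescence ratio from a 100 s FLIPR kinetic read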
# V1aR counter: agonists of human V1a receptor, primary screen, counter-screen for OXTR agonist project, fluorescence, CHO-V1R cells. Fluo-8 calcium fluorescence, agonist mode; 0% DMSO, 100% 3 nM vasopressin. activation, % at 3 µM. hit rate 0.25% among 320,000. AID 2797, 2010;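 active = activation above the mean activation of all tested compounds plus 3 SD, per screening run, cut at about 20% in these data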;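 also: signal is peak over basal fluorescence ratio across a 100 second FLIPR read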
# GPR7 antag: GPR7 receptor antagonists, primary screen, cell-based, fluorescence, single concentration; Neuropeptides B/W receptor type 1 (Homo sapiens), P48145; GPR7-expressing cells, fluorescence antagonist assay; inhibition, % at 4.4 µM; hit rate 1.1% among 290,000; AID 1861, 2009; in the data active = inhibition above about 16%, passing the limit was not always enough;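 also: cells stimulated with the agonist NPW; 0% = agonist with vehicle and 100% = vehicle without agonist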
# Target sequence (P48145 whole entry, looked up): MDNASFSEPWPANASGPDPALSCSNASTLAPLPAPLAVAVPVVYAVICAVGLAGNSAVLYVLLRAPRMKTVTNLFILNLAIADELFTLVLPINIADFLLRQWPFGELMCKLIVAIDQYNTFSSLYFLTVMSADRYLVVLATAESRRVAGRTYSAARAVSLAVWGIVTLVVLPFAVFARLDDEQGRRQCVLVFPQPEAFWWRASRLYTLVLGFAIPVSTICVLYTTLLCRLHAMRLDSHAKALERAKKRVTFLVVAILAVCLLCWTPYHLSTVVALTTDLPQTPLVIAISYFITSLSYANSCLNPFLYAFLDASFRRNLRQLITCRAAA
# MEKK3 PB1 HTS: modulators of MEKK3-MEK5 PB1 binding, primary screen, biochemical, wildtype MEKK3, multiplex bead flow cytometry, Alexa488-MEK5. AID 1529, 2009. bead-based flow cytometry, Alexa488-MEK5 binding to MEKK3; actives lie on both sides; 0 = blocked by unlabeled MEK5, 100 = vehicle. hit rate 1.4% among 290,000. Mitogen-activated protein kinase kinase kinase 3 (Homo sapiens), Q99759. binding response (% of control), % at 10 µM;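 active = binding response more than 3 SD above or below the average of its plate-row segment, actives on both sides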;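 also: Alexa488 bead fluorescence after subtracting the streptavidin-only scavenger bead signal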
# PHOSPHO1 inh: PubChem AID 1565 | Phosphoethanolamine/phosphocholine phosphatase (Homo sapiens), Q8TCT1 | recombinant PHOSPHO1, absorbance phosphatase assay | inhibition, % at 13.3 µM | hit rate 1.1% among 290,000; in the data active = inhibition above about 60%
# Target sequence (Q8TCT1 whole entry, looked up): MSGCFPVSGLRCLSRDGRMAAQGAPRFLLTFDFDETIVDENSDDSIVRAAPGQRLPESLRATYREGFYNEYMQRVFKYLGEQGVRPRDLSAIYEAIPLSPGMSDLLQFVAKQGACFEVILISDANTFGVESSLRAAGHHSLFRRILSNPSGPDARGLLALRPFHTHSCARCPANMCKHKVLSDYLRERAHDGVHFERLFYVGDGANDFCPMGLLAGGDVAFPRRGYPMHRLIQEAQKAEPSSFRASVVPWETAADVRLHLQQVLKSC
# GalR3 antag: GalR3 antagonists in HEK293 cells, primary screen, cell-based, fluorescence readout; HEK293 GalR3-CNG cAMP membrane potential fluorescence; galR3 body fused to GalR1 C-terminus; inhibition, % at 3 µM; hit rate 0.44% among 360,000; AID 651719, 2012;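 active = inhibition above the screen-wide average plus 3 SD, cut at about 13% in these data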;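 also: forskolin and galanin both at EC90 stimulate the cells; cAMP rise reported by CNG channel membrane potential dye signal; 0% = forskolin plus galanin with DMSO and 100% = forskolin alone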
# Target sequence (O60755 1-299 limits assumed): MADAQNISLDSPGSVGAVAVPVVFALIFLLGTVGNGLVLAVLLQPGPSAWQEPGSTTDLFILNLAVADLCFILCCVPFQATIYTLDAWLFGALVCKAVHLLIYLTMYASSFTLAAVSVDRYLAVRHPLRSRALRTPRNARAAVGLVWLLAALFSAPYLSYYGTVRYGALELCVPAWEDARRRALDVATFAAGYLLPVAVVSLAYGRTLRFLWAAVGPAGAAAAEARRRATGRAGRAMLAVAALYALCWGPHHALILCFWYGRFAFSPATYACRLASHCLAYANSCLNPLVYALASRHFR
# MEKK2 WT-MEK5: modulators of MEK5 binding to wildtype MEKK2, primary screen, biochemical, multiplex bead flow cytometry, Alexa488-MEK5 | binding response (% of control), % at 10 µM | Alexa488-MEK5 binding to MEKK2 WT; actives lie on both sides | hit rate 1.1% among 290,000; in the data active = binding response below about 67% or above about 130%
# NALP1 yeast inh: NALP1 inflammasome inhibitors in reconstituted yeast, colorimetric, S. cerevisiae, triplicate retest. inhibition, % at 10 µM. S. cerevisiae NALP1/ASC/caspase-1 growth, X-gal OD620, 72 h. hit rate 0.61% among 280,000; in the data active = inhibition mostly above about 24%, no sharp cut-off; inactive = mostly below about 32%; also: some compounds called inactive have numbers as strong as hits
# MEKK2 mut-MEK5: MEK5 binding signal on mutant MEKK2 PB1, primary screen, biochemical, multiplex bead flow cytometry, Alexa488-MEK5 | Alexa488-MEK5 binding to MEKK2 mutant | percent response, % at 10 µM | hit rate 0.35% among 290,000 | AID 1530, 2009; in the data active = percent response above about 24%, passing the limit was not always enough; also: inactives centre near 1; some results filed as inactive read as strong as hits; reference of the scale not given here
# An asterisk follows results filed as active; x = no result given; [ ] = another dose, or the depositor's remark. This is a random part of the collection (roughly 5.4% active in at least one column).
SMILES,OXTR ag,V1aR counter,GPR7 antag,MEKK3 PB1 HTS,PHOSPHO1 inh,GalR3 antag,MEKK2 WT-MEK5,NALP1 yeast inh,MEKK2 mut-MEK5
CCOC(=O)c1sc(NC(=O)c2cc(-c3cccc(O)c3)on2)c(C(=O)OCC)c1C,0.6,1.1,-4,100,-6,-1,97,30,-3
COc1ccc(C(C)=O)cc1CSc1nnc2c(Cl)cc(Cl)cn12,-2.3,-1.0,-1,100,-8,-2,103,27,-1
N#CC1(NC(=O)COC(=O)c2ccccc2SCC(=O)N2CCCC2)CCCCC1,-0.2,0.1,-4,105,15,-3,113,-3,8
CCCOc1ccc(N)cc1N,2.1,3.4,0,x,65*,-5,x,0,x
COc1ccc(-n2nc(C(=O)NCC(=O)Nc3cc(OC)c(OC)c(OC)c3)c3ccccc3c2=O)cc1,-0.8,-1.2,-11,101,10,-1,103,7,0
COc1cc(/C=C2\SC(=S)N(CCC(=O)N3CCCCC3)C2=O)cc(OC)c1OC,-0.1,-0.1,-19,101,36,-8,78,3,-8
CC(C)CN(CC(C)C)C(=O)Nc1cccc([N+](=O)[O-])c1,-3.0,-0.4,-12,92,28,4,97,10,-6
CN(C)Cc1ccc(F)cc1Sc1ccc(Cl)cc1Cl,-2.2,-1.3,-10,101,0,-9,105,39,3
COc1ccc2[nH]c3c(c2c1)CN(C)CC3,1.1,0.6,-7,100,15,-7,100,8,-4
CCOc1cc(/C=N/NC(=O)c2cccnc2)ccc1O,-0.1,-0.3,-13,103,8,0,100,-7,10
CCCc1ccc(OCc2ccc(C(=O)N3CCSCC3)o2)cc1,-0.4,2.6,-15,103,17,-5,105,3,0
CCOC(=O)N1CCC(NC(=O)C2CCN(C(=O)N3CC(C)Oc4ccccc43)CC2)CC1 (configuration not stated),0.5,0.1,2,101,-14,-5,100,0,-4
CC(=O)Nc1cccc2c1C(=O)N(c1cccc(OC(C)=O)c1)C2=O,2.4,2.7,4,83,32,0,79,0,-14
Cc1ccc(C)c(NS(=O)(=O)c2ccc(-c3coc(C)n3)cc2)c1,2.0,1.6,4,100,-8,-10,106,7,-4
CCC1c2ccc(C)n2CCN1C(=O)Nc1ccccc1OC (configuration not stated),0.4,0.1,22,98,-35,-3,102,-76,6
Cc1cc2nccc(-c3ccccn3)n2n1,0.9,1.1,1,95,41,3,94,-22,-42
Cc1cc(C(F)(F)F)nn1CC(=O)Nc1cccnc1,-0.6,0.2,-2,x,-18,2,x,-4,x
COc1ccc(-n2nnc3c(=O)n(CC(=O)N4CCCc5ccccc54)cnc32)cc1,0.3,2.1,5,113,3,x,112,x,10
CC(C)Oc1ccc(C(=O)NC2(C(F)(F)F)N=C3SCCN3C2=O)cc1 (configuration not stated),2.5,-0.1,-8,98,10,-8,99,-9,0
O=C(Cc1ccccc1C(=O)O)Nc1cccc2ccccc12,0.5,2.7,-3,99,10,-8,95,20,1

# Random excerpt: 3 compounds from above
SMILES,OXTR ag,V1aR counter,GPR7 antag,MEKK3 PB1 HTS,PHOSPHO1 inh,GalR3 antag,MEKK2 WT-MEK5,NALP1 yeast inh,MEKK2 mut-MEK5
COc1ccc(-n2nc(C(=O)NCC(=O)Nc3cc(OC)c(OC)c(OC)c3)c3ccccc3c2=O)cc1,-0.8,-1.2,-11,101,10,-1,103,7,0
COc1cc(/C=C2\SC(=S)N(CCC(=O)N3CCCCC3)C2=O)cc(OC)c1OC,-0.1,-0.1,-19,101,36,-8,78,3,-8
O=C(Cc1ccccc1C(=O)O)Nc1cccc2ccccc12,0.5,2.7,-3,99,10,-8,95,20,1

# Next results follow.
SMILES,OXTR ag,V1aR counter,GPR7 antag,MEKK3 PB1 HTS,PHOSPHO1 inh,GalR3 antag,MEKK2 WT-MEK5,NALP1 yeast inh,MEKK2 mut-MEK5
Cc1ccccc1NC(=O)c1ccc(NS(=O)(=O)c2cc(C(C)(C)C)cc(C)c2C)cc1,-0.7,0.5,-10,97,6,0,99,14,8
NC(=O)c1cc(NC(=O)CCCc2nc3ccccc3s2)cc(C(N)=O)c1,0.1,0.6,-7,103,-3,0,104,3,1
Cc1cccc(C)c1NC(=O)C(c1cccs1)N(Cc1ccco1)C(=O)Cn1nnc2ccccc21 (configuration not stated),-0.8,0.1,7,102,0,-5,98,-18,4
O=C(Nc1ccc(Br)cc1)c1ccc(Br)c(S(=O)(=O)Nc2cccnc2)c1,2.8,6.1,-10,105,-17,-7,98,9,-2
COC(=O)CSc1nnc(-c2cccnc2)o1,1.3,-0.9,7,101,25,-1,104,30,-2
COc1ccccc1NC(=O)CN1CCC(n2nnc3cc(F)ccc32)CC1,6.1,-0.2,-2,103,1,-5,106,6,-2
CCn1c(CNC(=O)COC)nc2ccccc21,-0.3,-0.9,1,105,13,x,108,x,9
Cc1ccc(S(=O)(=O)N2CCOC2CNC(=O)C(=O)NCCc2ccccc2)cc1 (configuration not stated),-0.2,0.2,-10,102,19,-4,100,x,5
CCC(/C=C1\Sc2ccc(OC)cc2N1CCO)=C\c1sc2ccc(OC)cc2[n+]1CCO,-0.1,0.4,-6,36*[inhibitor],-5,-7,1.0*[inhibitor],27,-27
CS(=O)(=O)Nc1ccc(C(=O)Nc2cccc([N+](=O)[O-])c2)cc1,0.3,-0.3,-15,105,-16,-3,106,18,3
N/C(=N\OC(=O)c1ccccc1F)c1ccc([N+](=O)[O-])cc1,-0.3,0.0,-14,104,-20,-3,103,6,10
CC1(C)Cc2c(c(N3CCCC3)[nH]c(=S)c2C#N)CO1,-0.1,0.3,-8,x,67*,x,x,36,x
COc1ccc(-c2cccc(C3CC=CC4C3C(=O)N(Cc3ccccc3)C4c3ccc(C(F)(F)F)cc3)c2)cc1 (configuration not stated),-0.7,0.5,x,103,26,-1,92,14,1
CCOc1ccccc1OCCOc1ccccc1CC,-2.7,-1.0,-9,103,-29,-1,102,18,3
CN(c1ccccc1)S(=O)(=O)c1cccc(NC(=O)CN2CCc3ccccc3C2)c1,0.0,0.0,-8,103,4,1,98,1,-3
CCN(Cc1ccccc1)C1CCN(Cc2ccccc2)CC1,-0.2,0.9,5,105,x,x,108,x,8
COc1cc(OC)c(OC)cc1/C=C1\Oc2cc(OCC(=O)N3Cc4ccccc4C[C@H]3C(=O)O)ccc2C1=O,13,7.0,0,98,23,x,100,12,-1
Cc1cccc(C(=O)OCc2cc3ccccc3[nH]c2=O)c1,-1.4,0.5,-3,100,8,-4,102,-6,0
COc1cccc(N2CCN(C(=O)c3ccc4nc(N5CCC(C)CC5)sc4c3)CC2)c1,-2.0,1.1,-7,100,46,1,98,x,-4
Cc1cccc(NC(=O)c2cc(-c3cc(C)c(C)cc3O)n[nH]2)c1,0.3,-0.1,-19,103,36,-1,103,8,6

# Among those listed so far, these have an aryl thioether with sulfur outside any ring.
SMILES,OXTR ag,V1aR counter,GPR7 antag,MEKK3 PB1 HTS,PHOSPHO1 inh,GalR3 antag,MEKK2 WT-MEK5,NALP1 yeast inh,MEKK2 mut-MEK5
COc1ccc(C(C)=O)cc1CSc1nnc2c(Cl)cc(Cl)cn12,-2.3,-1.0,-1,100,-8,-2,103,27,-1
N#CC1(NC(=O)COC(=O)c2ccccc2SCC(=O)N2CCCC2)CCCCC1,-0.2,0.1,-4,105,15,-3,113,-3,8
CN(C)Cc1ccc(F)cc1Sc1ccc(Cl)cc1Cl,-2.2,-1.3,-10,101,0,-9,105,39,3
COC(=O)CSc1nnc(-c2cccnc2)o1,1.3,-0.9,7,101,25,-1,104,30,-2

# Single records, from the list above. Order of values: OXTR ag | V1aR counter | GPR7 antag | MEKK3 PB1 HTS | PHOSPHO1 inh | GalR3 antag | MEKK2 WT-MEK5 | NALP1 yeast inh | MEKK2 mut-MEK5
# `CCn1c(CNC(=O)COC)nc2ccccc21` is entered as -0.3 | -0.9 | 1 | 105 | 13 | x | 108 | x | 9
# `Cc1cccc(C)c1NC(=O)C(c1cccs1)N(Cc1ccco1)C(=O)Cn1nnc2ccccc21` (configuration not stated) is entered as -0.8 | 0.1 | 7 | 102 | 0 | -5 | 98 | -18 | 4

# The list continues.
SMILES,OXTR ag,V1aR counter,GPR7 antag,MEKK3 PB1 HTS,PHOSPHO1 inh,GalR3 antag,MEKK2 WT-MEK5,NALP1 yeast inh,MEKK2 mut-MEK5
CCOc1ccc(/C=C(\C(=O)O)c2ccc(S(=O)(=O)N3CCOCC3)s2)cc1OC,-0.3,0.4,-11,112,-13,9,108,23,4
C/C(CC(=O)Nc1ccc(Cl)cc1Cl)=N\NC(=O)C(=O)N1CCCC1,-1.6,-1.0,-14,99,9,-3,99,6,5
CCN1CCCC1CNC(=O)COc1cc(=O)n(C)c2ccccc12 (configuration not stated),1.1,0.4,-9,100,-5,-4,97,-1,-2
CCN1CCN(c2ncnc3c2nnn3Cc2ccccc2)CC1,1.1,1.4,-7,98,13,-3,101,9,2
O=C(CSc1nnc2n(C3CCCC3)c(=O)c3ccccc3n12)N1CCCCCC1,-1.8,-1.3,-9,103,-103,-11,99,-4,0
CC(C)C(NC(=O)C12CC3CC(CC(C3)C1)C2)C(=O)N/N=C/C1=C(N2CCOCC2)C(=C\c2ccc([N+](=O)[O-])cc2)/CC1 (configuration not stated),-1.3,-0.9,1,96,-27,-1,-2.0*,15,3
Cc1ccc(C)c(C(=O)Cn2ncc(Cl)c(Cl)c2=O)c1,-0.8,-0.4,10,101,-1,-3,99,12,5
CCOc1ccc(-c2cc(C(=O)NCCCn3ccnc3)c3ccccc3n2)cc1,-1.0,-0.3,10,100,16,3,100,-1,2
CCN(CC)CCN(C(=O)c1ccc(C(=O)c2ccccc2)cc1)c1nc2ccc(OC)cc2s1,0.4,0.2,-7,113,18,-2,172*,24,37*
C/C(=N\NC(=O)C(=O)Nc1c(C)n(C)n(-c2ccccc2)c1=O)c1ccc(Cl)s1,-2.4,-0.7,-21,102,32,8,105,-11,5
Clc1nc2nc3n(c2nc1Cl)CCC3,0.0,1.2,0,98,38,-8,100,-10,3
COCc1ccc(C(=O)N2CCCCC2C(=O)Nc2ccc(-n3nc(C)cc3C)cc2)o1 (configuration not stated),0.6,3.0,-15,109,47,1,114,6,8
CCC(=O)Nc1c(S(=O)(=O)c2ccccc2)c2nc3ccccc3nc2n1C(C)c1ccccc1 (configuration not stated),-0.1,2.3,-4,101,5,-1,96,19,-1
CCOc1ccc(-c2nc(N)nc(C)c2-c2ccc(OC)c(OC)c2)c(O)c1,-0.4,-1.0,-6,99,-19,-1,99,8,3
CCOC(=O)C1=C(COC(=O)/C=C/c2ccccc2Cl)NC(=O)NC1C (configuration not stated),0.5,2.6,-16,99,9,9,98,5,4
CC(C)COc1ccc(CNC(=S)N/N=C/c2ccc([N+](=O)[O-])cc2)cc1,-0.3,1.5,-1,108,95*,-4,104,15,5
CCc1ccc2oc(=O)cc(CN3CCC(C)CC3)c2c1,-2.2,-1.8,-10,97,0,-6,102,8,-3
O=C1CN(C(=O)COC(=O)c2ccc[n+]([O-])c2)c2ccccc2N1,0.2,0.5,0,97,6,-4,95,-28,-3
